FN deposition inh – fibronectin deposition inhibition; AID 743247; AH1F fibroblasts, Alexa488-fibronectin deposition fluorescence, overnight; 0.086% of 350,000 active; inhibition, % at 12.6 µM;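 active means mean inhibition across replicates of 30% or more, regardless of how many single replicates reach that level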;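 further: positive control wells lacked labelled fibronectin entirely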
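Material: AH1F fibroblasts assembling fluorescent fibronectin matrix; amount: 10000 AH1F cells/well; medium: DMEM, 2% serum; reagent: Alexa488-fibronectin, 24 nM final in well; dosing: single compound dose, delivered by pin transfer; incubation: 1 h adhesion, overnight exposure; detection: fluorescence after three HBSS washes, excitation 485 nm, emission 525 nm; measure: fibronectin deposition inhibition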
PGC1a acetyl inh – lowers PGC1a acetylation signal in U2OS cells; AlphaScreen anti-acetyl-lysine; with virally co-expressed GCN5 acetyltransferase; 0.17% of 350,000 active; inhibition, % at 15.6 µM; AID 651687;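 active means every replicate shows inhibition of at least 40%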;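 further: 0% = neutral control wells and 100% = positive control wells; some results beyond the cut were filed as inactive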
PglD inh – PglD (C. jejuni) enzyme inhibition; purified PglD enzyme, DTNB colorimetric CoA detection; inhibition, % at 12.5 µM; 0.098% of 360,000 active; in the data active means inhibition above about 16%, passing the limit was not always enough; further: strong numbers were not always called active
S100A4 inh HTS – inhibitors of human S100A4 binding to myosin IIA peptide; 0.14% of 360,000 active; inhibition, % at 10.7 µM; P26447; S100A4/TAMRA-MyoIIA peptide fluorescence polarization;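 active means mean inhibition of at least 70% across replicates, with every replicate also reaching that level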
Target sequence (P26447 whole entry, looked up): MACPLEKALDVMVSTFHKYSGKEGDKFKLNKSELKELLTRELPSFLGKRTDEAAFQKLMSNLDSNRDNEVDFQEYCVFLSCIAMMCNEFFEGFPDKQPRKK
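Material: S100A4 monomer protein / Buffer or medium: 50 mM HEPES pH 7.2, 10 mM CaCl2, 100 mM KCl / Times: 5 min incubation before reading / Benchmarks: neutral control DMSO, positive control TFP / Reagent: labelled myosin peptide probe, 5 nM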
LGR2 antag – inhibitors of bursicon-induced Drosophila LGR2 receptor cAMP signaling; HEK293 LGR2, CRE-luciferase, bursicon-stimulated, 4 h; inhibition, % at 9.99 µM; 0.35% of 380,000 active; AID 720647;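 active means drop in luminescence signal, shown as inhibition above about 50% in the replicate tests, limit read from the data, passing the limit was not always enough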;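 further: agonist challenge used bursicon conditioned medium at about half maximal strength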
ERAP1 HTS inh – ERAP1 (human) enzyme inhibition; 0.15% of 340,000 active; Q9NZ08; AID 652197; inhibition, % at 10.7 µM; recombinant ERAP1, Leu-AMC fluorescence, 60 min;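 active means mean replicate inhibition of at least 30%, or all replicates individually reaching that 30% level; inactive means mean below 30% and not every replicate reaching it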;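 further: 0% = neutral control wells and 100% = L-leucinethiol positive control wells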
Target sequence (Q9NZ08 whole entry, looked up): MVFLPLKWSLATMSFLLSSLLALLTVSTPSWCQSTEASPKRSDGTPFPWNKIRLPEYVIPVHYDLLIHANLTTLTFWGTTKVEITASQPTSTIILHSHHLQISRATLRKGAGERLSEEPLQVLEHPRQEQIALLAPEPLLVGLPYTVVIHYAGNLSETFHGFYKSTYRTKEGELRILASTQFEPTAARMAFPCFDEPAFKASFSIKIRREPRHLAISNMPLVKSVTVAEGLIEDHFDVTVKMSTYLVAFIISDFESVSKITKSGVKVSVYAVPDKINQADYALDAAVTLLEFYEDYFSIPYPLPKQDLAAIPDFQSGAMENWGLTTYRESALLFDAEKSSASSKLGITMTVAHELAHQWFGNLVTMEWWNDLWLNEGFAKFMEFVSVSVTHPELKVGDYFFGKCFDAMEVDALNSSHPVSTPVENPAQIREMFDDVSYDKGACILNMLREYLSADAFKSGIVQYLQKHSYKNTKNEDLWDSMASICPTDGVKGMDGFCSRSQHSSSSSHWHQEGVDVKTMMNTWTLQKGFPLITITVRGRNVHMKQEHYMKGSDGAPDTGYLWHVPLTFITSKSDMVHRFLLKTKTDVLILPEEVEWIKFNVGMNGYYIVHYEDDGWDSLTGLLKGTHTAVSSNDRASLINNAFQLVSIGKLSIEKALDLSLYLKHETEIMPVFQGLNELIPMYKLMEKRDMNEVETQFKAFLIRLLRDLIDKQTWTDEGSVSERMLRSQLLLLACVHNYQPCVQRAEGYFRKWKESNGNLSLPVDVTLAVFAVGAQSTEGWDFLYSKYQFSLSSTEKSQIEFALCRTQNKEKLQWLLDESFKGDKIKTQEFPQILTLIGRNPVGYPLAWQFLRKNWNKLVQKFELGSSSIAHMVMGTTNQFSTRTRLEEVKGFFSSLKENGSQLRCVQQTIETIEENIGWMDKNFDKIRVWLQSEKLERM
PAX8 inh HTS – PAX8 transcriptional activity inhibition; RMG-I TPO-luciferase reporter, SteadyGlo, 24 h; inhibition, % at 12.6 µM; 1.2% of 360,000 active; AID 652154;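 active means mean replicate inhibition at least 60% with every replicate also reaching 60%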;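 further: luciferase light reporting Pax8 driven TPO promoter activity; plate controls were median of neutral control wells for no effect and mitoxantrone controls for full effect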
EWS-Fli block – blocks EWS/Fli oncoprotein-driven transcription; 0.67% of 350,000 active; A673 NR0B1-luciferase reporter, viability-normalised; inhibition, % at 12.6 µM;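 active means mean inhibition of at least 50% after viability correction, with every replicate also passing that limit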;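 further: firefly luciferase signal divided by Alamar Blue viability fluorescence both relative to DMSO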
Active calls of the source: *; nt = no result given; & = joins results of further samples. Hits appear at their usual frequency. Share with any hit: about 2.1%.

SMILES	FN deposition inh	PGC1a acetyl inh	PglD inh	S100A4 inh HTS	LGR2 antag	ERAP1 HTS inh	PAX8 inh HTS	EWS-Fli block
Cc1cc(C)nc(SCc2ccc(C(=O)N/N=C/c3ccccn3)cc2)n1	16	2	nt	0	-3	-4	4	9
Cc1cccc(C(=O)C2CCN(S(=O)(=O)c3ccc(C(=O)O)cc3)CC2)c1	1	nt	2	8	-20	2	-6	4
CCOC(=O)c1c(NC(=O)COC(=O)c2ccncc2)sc(C)c1C	-2	13	nt	-2	-1	0	-6	2
CCN(C(=O)Cn1c(=O)oc2ccccc21)c1cccc(C)c1	-6	-3	7	1	-7	-3	17	3
CCC1CCc2sc(C(=O)OCC(=O)N(CCOC)c3c(N)n(Cc4ccccc4)c(=O)[nH]c3=O)cc2C1 (stereo unspecified)	5	nt	-3	-4	6	-4	14	-1
COc1cccc(S(=O)(=O)N2CCCCN3[C@H](CO)[C@H](c4ccc(C#CC(C)C)cc4)[C@H]3C2)c1	nt	0	-1	-8	-3	-1	57	26
C[C@H](NC(=O)C1CCN(S(=O)(=O)c2ccccc2)CC1)C(=O)NCc1ccc(Cl)cc1Cl	0	-20	2	-18	-1	-6	22	nt
COc1cc(CN2CCc3c([nH]c4ccccc34)C2)cc(OC)c1	8	7	4	-5	5	4	-1	13
CNC[C@@H]1OCCCC[C@H](C)Oc2ccc(NC(=O)Nc3ccc(F)cc3)cc2C(=O)N([C@@H](C)CO)C[C@@H]1C	nt	-13	2	-54	-9	-4	-8	0
C[C@@H]1CCCCO[C@@H](CN(C)C(=O)CCCN(C)C)[C@H](C)CN([C@@H](C)CO)C(=O)c2cc(NS(=O)(=O)c3ccc(Cl)cc3)ccc2O1	-8	-4	-1	6	20	-3	-6	-10
CC(On1nnc2ccc(S(=O)(=O)N3CCOCC3)cc21)C(=O)Nc1ccccc1F (stereo unspecified)	-7	nt	-4	-2	-3	2	5	-3
COc1ccc(C(=O)NCCc2ccc(S(N)(=O)=O)cc2)cc1OC	13	-2	-7	nt	nt	nt	1	nt

3 compounds from above, sorted by formula weight, ascending:
SMILES	FN deposition inh	PGC1a acetyl inh	PglD inh	S100A4 inh HTS	LGR2 antag	ERAP1 HTS inh	PAX8 inh HTS	EWS-Fli block
CCN(C(=O)Cn1c(=O)oc2ccccc21)c1cccc(C)c1	-6	-3	7	1	-7	-3	17	3
CC(On1nnc2ccc(S(=O)(=O)N3CCOCC3)cc21)C(=O)Nc1ccccc1F (stereo unspecified)	-7	nt	-4	-2	-3	2	5	-3
C[C@@H]1CCCCO[C@@H](CN(C)C(=O)CCCN(C)C)[C@H](C)CN([C@@H](C)CO)C(=O)c2cc(NS(=O)(=O)c3ccc(Cl)cc3)ccc2O1	-8	-4	-1	6	20	-3	-6	-10

Next section:
SMILES	FN deposition inh	PGC1a acetyl inh	PglD inh	S100A4 inh HTS	LGR2 antag	ERAP1 HTS inh	PAX8 inh HTS	EWS-Fli block
O=C(NC1=NCCS1)c1ccc([N+](=O)[O-])cc1Cl	10	-6	nt	-4	-25	-4	-29	-13
Cc1noc(C)c1S(=O)(=O)Nc1ccc2c(c1)C(=O)N([C@@H](C)CO)C[C@H](C)[C@@H](CN(C)C(=O)NC(C)C)O2	-1	2	-1	0	-8	0	nt	-1
COCc1cc(C)nc(SCC(=O)NCc2ccco2)c1C#N	-34	21	2	-5	12	2	-5	nt
C[C@@H]1CN([C@@H](C)CO)C(=O)CCCn2nncc2CO[C@H]1CN(C)Cc1ccc(-c2ccccc2)cc1	1&12	-1&2&8	-2&-3	8&0	13&-6	2&-2	1&6&18	7&-1&12
CCCNCc1cc(OC)c(OCc2ccccc2)cc1Br	6	-20	-3	2	-17	1	0	-18
CC(C)c1ccc(C2OCCCO2)cc1	4	4	nt	-4	-7	-2	4	-23
Cc1noc(C)c1S(=O)(=O)N(C)C[C@H]1OCc2cn(nn2)CCCC(=O)N([C@@H](C)CO)C[C@H]1C	-2	2	17	1	6	-3	0	-3
CC1(C)OC1(C#N)c1ccccc1 (stereo unspecified)	-3	6	-6	-2	-15	-1	6	-25
COc1ccc(NC(=O)Nc2ccc3c(c2)C(=O)N([C@@H](C)CO)C[C@@H](C)[C@@H](CN(C)C(=O)Nc2cccc4ccccc24)OCCCC[C@H](C)O3)cc1	11	-1	0	-2	-17	2	-6	-4
COc1ccc(NC(=O)N(C)C[C@H]2Oc3ccc(NC(=O)c4ccncc4)cc3C(=O)N([C@H](C)CO)C[C@@H]2C)cc1	-3	0&1	3&0	-7&-5	10&-6	10&2	0&13	-12&-4
CCC(=O)Nc1ccc2c(c1)OC[C@H](C)N(Cc1cccc(F)c1)C[C@H](C)[C@H](OC)CN(C)C2=O	2	3	1	8	-3	-1	-7	-7
CC(=O)Nc1ccc(NC(=O)C(C)OC(=O)c2ccc3[nH]c(C)c(C)c3c2)cc1 (stereo unspecified)	nt	-7	2	-5	-2	-1	11	-10
CCCN(CC(=O)Nc1ccccc1OC)C(=O)c1cc2ccccc2o1	-12	-6	nt	3	7	0	-4	9
C=CCOc1ccccc1CNCc1cccnc1	5	-9	-1	nt	nt	nt	-3	nt
COc1ccc(S(=O)(=O)N(C)C[C@@H]2Oc3ccc(NC(=O)Nc4cccc5ccccc45)cc3CC(=O)N([C@@H](C)CO)C[C@@H]2C)cc1	12	4	nt	-7	-8	3	nt	5
CC(C)(C)OC(=O)N1CCCC(C(=O)Nc2cccc(C(=O)NCCCc3ccccc3)c2)C1 (stereo unspecified)	-4	-10	1	-2	-3	nt	10	20
CC1(O)c2ccccc2C(=O)N1Cc1ccccc1 (stereo unspecified)	-1	-3	0	nt	nt	nt	7	nt
CCCC(=O)Nc1ccc2c(c1)C(=O)N(C)[C@H]1CC[C@H](CC(=O)NCCc3ccccc3)O[C@H]1CO2	nt	5	2	0	0	1	-4	-8
CCOC(=O)C1=CCN(S(=O)(=O)c2ccc(C)cc2)C1c1ccccc1F (stereo unspecified)	-5	-16	-3	-1	-13	-2	14	0
COc1ccc(Cl)cc1C(=O)OCC(=O)Nc1sccc1C(N)=O	nt	-1	10	3	-13	0	11	-1
COC(=O)[C@@H]1[C@@H](CO)[C@@H]2Cn3c(ccc(-c4ccccc4OC)c3=O)[C@@H]2N1C(=O)c1cnccn1	0	nt	1	12	-11	-2	12	2
CC(C)NC(=O)Nc1ccc2c(c1)CC(=O)N([C@H](C)CO)C[C@@H](C)[C@@H](CN(C)C(=O)Nc1ccc3c(c1)OCO3)O2	nt	0	2	-6	-3	-1	-12	-8
Nc1nc(CN2CCN(c3ccccc3F)CC2)nc(N2CCCc3ccccc32)n1	nt	-7	2	28	-5	-5	-4	11
C[C@H]1CN([C@@H](C)CO)C(=O)Cc2cc(NC(=O)CCCN(C)C)ccc2O[C@@H]1CN(C)CC1CCCCC1	nt	1	5	4	9	11	9	-5
CC(C)NC(=O)[C@@]1(Cc2ccccc2I)c2ccccc2C(=O)N(Cc2ccccc2C(F)(F)F)[C@H]1c1ccc(CO)cc1	nt	-15	2	-3	nt	-1	57	4
Cc1ccc(Cl)cc1NC(=O)C(=O)N1CCCCC1	-20	nt	nt	2	-17	-2	9	-3
Cc1cccc(-c2noc(CN(C)C(=O)c3ccoc3C)n2)c1	1	nt	1	8	-17	2	-11	-29
N/C(=N\OC(=O)C1CC1)c1ccc([N+](=O)[O-])s1	4	-5	nt	1	-20	5	5	-2
O=C(C[C@@H]1C[C@@H]2c3cc(NC(=O)C4CCC4)ccc3O[C@@H]2[C@@H](CO)O1)NCc1cc(F)ccc1F	-4	-11	-2	-2	1	-1	8	10
Cn1cc([N+](=O)[O-])c(C(=O)NC2CCCC2)n1	nt	nt	-3	-1	4	1	8	-4
CC(C)(C)c1ccc(OCCC(=O)NCCc2ccc(S(N)(=O)=O)cc2)cc1	-1	3	-1	-6	9	-4	nt	11
CCC(C)c1ccccc1NC(=O)C(C)N(C)Cc1cccc(OC)c1 (stereo unspecified)	nt	-13	6	-2	24	8	-2	5
CCOC(=O)c1ccc(NC(=O)Cn2c(-c3nonc3N)nc3ccccc32)cc1	nt	-20	nt	1	11	2	-3	-10
O=C(/C=C/c1ccc(O)c(O)c1)OC1C(O)CC(OC(=O)/C=C/c2ccc(O)c(O)c2)(C(=O)O)CC1O (stereo unspecified)	6	14	6	18	10	1	-17	8
CO[C@@H]1CN(C)C(=O)c2ccc(NS(C)(=O)=O)cc2OC[C@@H](C)N(C(=O)CC2CC2)C[C@@H]1C	-7	2	nt	-1	4	1	nt	-14
CC1CCN(c2c(NCc3ccc(C(=O)NCC4COc5ccccc5O4)cc3)c(=O)c2=O)CC1 (stereo unspecified)	-2	-4	1	-1	-11	-2	14	6

Limited to PGC1a acetyl inh and S100A4 inh HTS (3 entries from above):
SMILES | PGC1a acetyl inh | S100A4 inh HTS
CCC(C)c1ccccc1NC(=O)C(C)N(C)Cc1cccc(OC)c1 (stereo unspecified) | -13 | -2
CCOC(=O)c1ccc(NC(=O)Cn2c(-c3nonc3N)nc3ccccc32)cc1 | -20 | 1
O=C(/C=C/c1ccc(O)c(O)c1)OC1C(O)CC(OC(=O)/C=C/c2ccc(O)c(O)c2)(C(=O)O)CC1O (stereo unspecified) | 14 | 18

Further records
SMILES	FN deposition inh	PGC1a acetyl inh	PglD inh	S100A4 inh HTS	LGR2 antag	ERAP1 HTS inh	PAX8 inh HTS	EWS-Fli block
NC(=O)c1ccccc1NC(=O)COc1ccc(Cl)cc1	2	-2	-1	-4	-40	-6	-159	-76
CC(=O)N(C)C[C@H]1Oc2ncc(C#Cc3cccc(F)c3)cc2C(=O)N([C@@H](C)CO)C[C@H]1C	-11	-3	1	21	0	0	nt	-27
COc1cccc(NC(=O)CN(C)C(=O)c2ccc(N3CCOCC3)c([N+](=O)[O-])c2)c1	1	nt	-2	-7	4	3	5	-9
Cc1ccc(C(=O)N(CC(=O)NC2CCCC2)c2ccc(F)cc2)s1	0	nt	-3	-5	21	0	2	4
CCCCCCCCN1[C@@H](CC(=O)O)c2ccc(C(F)(F)F)cc2S1(=O)=O	-9	5	1	-6	6	-1	-13	1
O=C(C1CCCC1)N1CC(=O)N2[C@H](C1)[C@H](c1ccc(C#CCc3ccccc3)cc1)[C@@H]2CO	6	-5	nt	2	15	4	5	3
COC(=O)/C=C1/SC(=NC(=O)c2ccc(F)cc2)NC1=O	-5	0	-7	-13	-2	nt	-15	8
CCCCNC(=O)C1(C)CCN1Cc1ccc(C#N)cc1 (stereo unspecified)	7	nt	1	-1	-8	9	-22	4
NC(=O)C1(Nc2ccc(C(=O)O)cc2)CCCC1	-3	-1	-1	-4	5	0	4	1
O=C(CCC(=O)Nc1ccccc1)NNS(=O)(=O)c1ccc(Cl)cc1	nt	nt	0	-5	7	4	-4	-2
C[C@H]1CN([C@@H](C)CO)S(=O)(=O)c2ccc(-c3ccc(C#N)cc3)cc2O[C@H]1CN(C)Cc1cccc(F)c1	nt	10	2	-42	2	1	48	2
C[C@@H](NC(=O)C[C@H]1C[C@@H]2c3cc(NC(=O)CN(C)C)ccc3O[C@@H]2[C@@H](CO)O1)c1ccccc1	-10	5	-4	-10	2	-1	4	-7
O=c1[nH]c(-c2ccncc2)nc2ccccc12	7	6	4	nt	nt	nt	14	nt
CN(C1CC(C)(C)NC(C)(C)C1)S(=O)(=O)CC12CCC(CC1=O)C2(C)C (stereo unspecified)	-4	8	nt	-2	1	-6	-5	3
O=C(Nc1ccc(F)cc1)N[C@H]1CC[C@@H](CC(=O)N2CCOCC2)O[C@H]1CO	-2	-11	-3	-11	1	-1	4	1
COc1ccc(OC)c(C2=NOC(C(=O)Nc3c(C)n(C)n(-c4ccccc4)c3=O)C2)c1 (stereo unspecified)	6	-2	0	-2	12	2	3	1
Cc1ccc(-n2c(C)nn(CC#N)c2=O)cc1	-6	17	2	1	-14	-1	0	-5
NC(N)=NCCCC(NC(=O)c1ccccc1)C(=O)Nc1ccc([N+](=O)[O-])cc1 (stereo unspecified)	-1	nt	-2	2	-2	-1	16	-10
